# IDE act = human IDE activators in live cells, primary screen, fluorescence polarization, HEK cells, FAbeta-B substrate. Insulin-degrading enzyme (Homo sapiens), P14735. FAbeta-B cleavage; 0% vehicle, 100% cell-free pure enzyme wells. activation, % at 5.96 µM. hit rate 0.073% among 340,000. AID 493087, 2011;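 active means activation above the mean of all tested compounds plus 3 SD, set per screening campaign, cut at about 17% in these data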
# PHOSPHO1 block = PubChem AID 1565; Phosphoethanolamine/phosphocholine phosphatase (Homo sapiens), Q8TCT1; recombinant PHOSPHO1, absorbance phosphatase assay; hit rate 1.1% among 290,000; inhibition, % at 13.3 µM; in the data active means inhibition above about 60%
# GalR3 antagonist = GalR3 antagonists in HEK293 cells, primary screen, cell-based, fluorescence readout; inhibition, % at 3 µM; Galanin receptor type 3 (Homo sapiens), O60755; HEK293 GalR3-CNG cAMP membrane potential fluorescence; galR3 body fused to GalR1 C-terminus; hit rate 0.44% among 360,000;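 active means inhibition above the screen-wide average plus 3 SD, cut at about 13% in these data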;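 further: forskolin and galanin both at EC90 stimulate the cells; cAMP rise reported by CNG channel membrane potential dye signal; 0% = forskolin plus galanin with DMSO and 100% = forskolin alone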
# Target sequence (O60755 1-299 limits assumed): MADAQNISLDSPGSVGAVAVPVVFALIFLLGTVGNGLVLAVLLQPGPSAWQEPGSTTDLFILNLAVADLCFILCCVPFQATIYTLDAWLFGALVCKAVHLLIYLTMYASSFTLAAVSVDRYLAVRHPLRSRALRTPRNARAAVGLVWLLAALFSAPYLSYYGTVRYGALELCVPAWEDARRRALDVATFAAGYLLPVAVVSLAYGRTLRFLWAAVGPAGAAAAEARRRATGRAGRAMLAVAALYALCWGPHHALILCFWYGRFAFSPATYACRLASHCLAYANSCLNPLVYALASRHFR
# MEKK3 PB1 HTS = modulators of MEKK3-MEK5 PB1 binding, primary screen, biochemical, wildtype MEKK3, multiplex bead flow cytometry, Alexa488-MEK5 | binding response (% of control), % at 10 µM | bead-based flow cytometry, Alexa488-MEK5 binding to MEKK3; actives lie on both sides; 0 = blocked by unlabeled MEK5, 100 = vehicle | AID 1529, 2009 | hit rate 1.4% among 290,000 | Mitogen-activated protein kinase kinase kinase 3 (Homo sapiens), Q99759;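 active means binding response more than 3 SD above or below the average of its plate-row segment, actives on both sides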;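 further: Alexa488 bead fluorescence after subtracting the streptavidin-only scavenger bead signal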
# Target sequence (Q99759 whole entry, looked up): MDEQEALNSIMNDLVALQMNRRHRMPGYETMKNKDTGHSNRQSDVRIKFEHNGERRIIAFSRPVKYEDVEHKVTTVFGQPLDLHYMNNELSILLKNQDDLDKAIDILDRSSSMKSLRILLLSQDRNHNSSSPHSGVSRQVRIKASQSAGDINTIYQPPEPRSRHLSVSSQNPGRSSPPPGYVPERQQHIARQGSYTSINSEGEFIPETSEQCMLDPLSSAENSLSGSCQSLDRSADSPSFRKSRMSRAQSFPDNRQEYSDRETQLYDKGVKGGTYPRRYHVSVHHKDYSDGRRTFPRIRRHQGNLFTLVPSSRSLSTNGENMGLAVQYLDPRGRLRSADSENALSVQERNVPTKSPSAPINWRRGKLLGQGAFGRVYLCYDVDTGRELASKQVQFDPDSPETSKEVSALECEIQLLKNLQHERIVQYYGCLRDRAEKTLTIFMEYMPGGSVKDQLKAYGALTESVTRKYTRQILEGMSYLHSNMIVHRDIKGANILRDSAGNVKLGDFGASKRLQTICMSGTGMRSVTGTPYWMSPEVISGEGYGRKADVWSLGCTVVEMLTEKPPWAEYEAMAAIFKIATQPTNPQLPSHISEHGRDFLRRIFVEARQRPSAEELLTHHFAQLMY
# CRFR2-BP antag = antagonists of CRF-BP/CRF-R2 complex, primary screen, cell-based, HEK293, calcium dye fluorescence, uHTS | hit rate 0.59% among 350,000 | CRF-induced calcium fluorescence | inhibition, % at 11.8 µM;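 active means inhibition of the ligand-induced calcium signal above about 50% at the single tested concentration, limit read from the data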
# CHRM4 PAM = human M4 muscarinic receptor positive allosteric modulators, primary screen, CHO-K1 cells, Fluo-8 calcium fluorescence. Muscarinic acetylcholine receptor M4 (Homo sapiens), P08173. CHO-K1 hM4/Gqi5, ACh EC20; 0% = ACh EC20, 100% = maximal ACh. activation, % at 3 µM. hit rate 0.4% among 360,000;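 active means activation above its plate's cutoff, the mean activation of sample wells plus 3 SD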; further: some results filed as inactive read as strong as hits
# p-CIP stab down = p/CIP-EGFP fusion destabilizers, primary screen, fluorescence, F442A cells; Q05BA5; 16 h; decrease of EGFP signal, % at 10 µM; hit rate 0.01% among 290,000;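 active means EGFP signal decrease of at least 30% at 10 µM or well 3 SD below plate mean, unless failing retest; inactive means the rest, including hits failing retest or dose response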; further: some compounds called inactive have numbers as strong as hits; many of its hits are not listed in these tables
# IDE cell inh = human IDE inhibitors in live cells, primary screen, fluorescence polarization, HEK cells, FAbetaB substrate; Insulin-degrading enzyme (Homo sapiens), P14735; FAbetaB cleavage; inhibition, % at 5.59 µM; hit rate 0.41% among 320,000;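 active means percent inhibition above the average of all tested compounds plus 3 SD, set per screening campaign, cut at about 16% in these data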;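 further: IDE supplied by intact live HEK cells; FP after avidin binding of uncleaved biotin substrate so inhibition keeps polarization high; 0% = DMSO wells and 100% = 60 µM reference IDE inhibitor Ii1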
# CRFBP-R2 agonist = agonists of CRF-BP/CRF-R2 complex, primary screen, cell-based, HEK293, calcium dye fluorescence, uHTS; AID 588473, 2011; activation, % at 13.2 µM; hit rate 0.46% among 350,000; calcium dye fluorescence (FLIPR); percent of saturating CRF peptide response; CRF-binding protein / CRF receptor 2 complex (human);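 active means activation of at least 50%, plus an integration ratio under a set limit after plate pattern correction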;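 further: plate controls were neutral control wells without compound for no effect and CRF at EC100 for full effect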
# The depositor's hits bear a star; . = not tested or not shown; [ ] = remark or other dose.
SMILES,IDE act,PHOSPHO1 block,GalR3 antagonist,MEKK3 PB1 HTS,CRFR2-BP antag,CHRM4 PAM,p-CIP stab down,IDE cell inh,CRFBP-R2 agonist
COC(=O)C(Cc1ccccc1)NS(=O)(=O)c1ccccc1Br (stereo unspecified),0.5,-0.6,-5.8,96.0,0.2,6.7,8.9,3.7,0.2
Cc1cc(C)c(C#N)c(N2CCN(c3ccc(F)cc3)CC2)n1,7.8,14.1,-11.8,101.0,8.7,0.5,-6.9,-3.3,-1.6
CCC1C(=O)Nc2ccccc2N1C(=O)c1ccc(Cl)nc1 (stereo unspecified),2.4,-7.1,-0.6,109.0,-8.6,-3.8,1.9,-5.1,0.1
COc1ccc(C(=O)Oc2cccc(/C=N/NC(N)=S)c2)cc1,0.4,-1.5,1.1,101.0,-24.7,-5.3,10.1,-0.5,2.0
Cc1ccc(C(=O)NCCCn2ccnc2)cc1C,.,.,-0.9,.,-3.7,-3.5,.,-0.3,-3.0
CCNc1ccc(S(=O)(=O)N(C)C)cc1NCC(=O)Nc1ccccc1Br,-5.7,23.3,-3.3,100.0,-19.6,-6.9,2.9,3.3,5.0
CCOC(=O)C(NCc1ccc(OC)cc1)(NC(C)=O)C(F)(F)F (stereo unspecified),-5.2,15.8,-5.4,93.0,4.9,2.5,7.7,-2.0,-4.6
CN1c2ccccc2C(C)(C)[C@]12C=Cc1cc(O)ccc1O2,-3.5,1.0,-4.5,99.0,3.6,-5.4,0.3,-1.5,-1.5
COc1ccccc1C(=O)N1[C@@H](C(C)C)COc2cc(Br)ccc2S1(=O)=O,2.1,.,-4.1,.,-5.7,-0.9,.,.,-0.2
O=C(COC(=O)c1cccc2ccccc12)NCC1CCCO1 (stereo unspecified),6.4,16.1,-5.5,97.0,-1.9,-7.0,5.6,10.5,-0.3
Cc1n[nH]c(=S)n1-c1cccc(Cl)c1,-4.8,-36.8,-5.5,74.0*[inhibitor],0.1,2.3,-9.0,7.6,-1.0
Cc1cc(C)c2c(c1)/C(=N/NS(=O)(=O)c1ccc(Br)cc1)CCC2,1.1,18.7,-2.7,.,14.7,0.8,9.5,0.3,0.1
Cc1c(OC(C)C(=O)NCCCN2CCOCC2)ccc2c3c(c(=O)oc12)CCC3 (stereo unspecified),2.3,41.2,-9.0,103.0,-3.1,-6.3,9.7,5.8,-1.0
CC(=O)NCCc1nc2ccccc2n1CCOc1ccc(C)cc1,6.7,22.6,-7.5,101.0,-12.4,8.9,-14.6,0.1,3.0
COc1ccccc1/C=C/C=C1N=C(/C=C/c2ccc(Cl)cc2)OC/1=O,1.2,0.7,1.9,99.0,-31.5,-1.2,-6.6,6.1,7.2
COc1ccc(CCN2CCCC(CN(C)C(=O)c3ccoc3C)C2)cc1 (stereo unspecified),1.0,42.8,-0.7,107.0,7.2,-3.6,-1.8,-5.1,-1.2
Cc1cc2ccccc2c(=O)n1CC(=O)NCC(=O)N1CCCC(C)C1 (stereo unspecified),-2.1,11.6,-0.7,110.0,-0.5,19.6,-3.1,0.3,-3.5
C[C@H](NC(=O)c1[nH]cnc1C(=O)Nc1ccccc1)C(=O)OC(C)(C)C,2.6,20.4,-2.7,66.0,-0.5,16.5,13.3,2.2,0.0
O=C(CSc1ncnc2c1cnn2-c1ccc(F)cc1)NCC1CCCO1 (stereo unspecified),-0.7,56.2,-2.6,104.0,-1.2,-4.4,-14.8,4.3,0.2
CC(C(=O)c1ccc(-c2ccccc2)cc1)[n+]1cccc(NC(=O)c2ccccc2)c1 (stereo unspecified),-21.0,41.5,-0.1,108.0,1.6,-15.2,4.1,16.1,-1.4

# Shown as a hit in MEKK3 PB1 HTS (from the list above):
SMILES,IDE act,PHOSPHO1 block,GalR3 antagonist,MEKK3 PB1 HTS,CRFR2-BP antag,CHRM4 PAM,p-CIP stab down,IDE cell inh,CRFBP-R2 agonist
Cc1n[nH]c(=S)n1-c1cccc(Cl)c1,-4.8,-36.8,-5.5,74.0*[inhibitor],0.1,2.3,-9.0,7.6,-1.0

# Next part.
SMILES,IDE act,PHOSPHO1 block,GalR3 antagonist,MEKK3 PB1 HTS,CRFR2-BP antag,CHRM4 PAM,p-CIP stab down,IDE cell inh,CRFBP-R2 agonist
Cn1cc(/C=N/NC(=O)c2cc3cc(Br)ccc3o2)c2ccccc21,.,17.7,2.8,105.0,-2.0,-1.8,-15.6,4.4,0.2
CC(C)C(NS(=O)(=O)c1cccc(C(F)(F)F)c1)C(=O)O (stereo unspecified),-2.3,15.7,-2.9,91.0,-2.6,6.4,7.8,-2.1,0.9
CCOc1ccc(Cc2c(Cl)nc(N)nc2Cl)cc1,4.2,25.3,2.9,110.0,17.7,-6.0,0.3,2.5,1.9
COc1cc(/C=C/C(=O)NC(C)C2CC3CCC2C3)cc(OC)c1OC (stereo unspecified),5.8,35.1,-6.9,99.0,7.4,-1.3,-4.4,-2.6,-0.1
CCOc1ccccc1OCCCCOc1ccccc1F,1.1,3.2,-2.0,99.0,8.6,4.8,0.3,-1.9,-0.5
COc1ncccc1-c1nnn(-c2ccc(C)cc2)n1,4.7,34.6,-2.3,100.0,-4.7,7.9,-6.8,1.3,0.4
Cc1cc(C)nc(NC(=O)c2ccc3c(c2)OCO3)c1,.,-5.3,.,101.0,.,.,-7.1,2.4,.
COc1cccc(/C=N/NC(=O)C(C)Sc2ccccc2)c1 (stereo unspecified),-2.2,28.8,3.5,109.0,15.1,9.1,0.1,2.3,-2.5
C=CCNC(=O)c1onc(CSc2ccc(OC)cc2)c1C(=O)O,3.5,7.2,-6.3,109.0,-1.0,-1.0,-1.7,4.0,-0.4
COc1ccc(C(=O)Nc2cc3c4c(c2)C(C)C(=O)N4CCC3)cc1OC (stereo unspecified),0.1,.,-3.4,.,3.6,-2.7,.,-0.5,-2.8
O=C(O)C1=C(OCc2ccc(F)c(F)c2)C(=O)NCC1,.,55.0,1.4,99.0,-5.3,-4.0,3.2,4.5,1.6
CC(=O)Nc1ccc(SCC(=O)Nc2oc(C)c3c(C)n[nH]c(=O)c23)cc1,7.0,.,-4.7,.,-0.2,-1.3,.,0.9,0.6
Cn1cc(C(=O)c2ccc(Cl)cc2Cl)cc1C(=O)O,8.0,-5.2,4.5,.,-5.0,3.1,0.6,-4.9,7.3
Cc1cccc(N2CCN(C(=O)c3cccc(S(=O)(=O)N4CCOCC4)c3)CC2)c1C,1.2,.,-4.0,.,0.9,5.3,.,.,-0.7
O=C(NCc1cccs1)C1CC(=O)N(c2ccccc2)C1 (stereo unspecified),0.0,-13.6,-0.9,109.0,25.8,0.9,-5.4,-6.8,-0.2
CCCC1CCC(c2nc(-c3cccnc3)no2)CC1 (stereo unspecified),3.4,11.4,-4.3,99.0,0.5,1.5,-4.8,-4.5,-0.4
O=C(O)C1C(c2ccccc2)C(C(=O)Oc2ccc(O)cc2)C1c1ccccc1 (stereo unspecified),3.1,10.5,-2.8,87.0,-2.2,8.9,-7.2,-0.9,0.9
CN(C)C(CNC(=O)c1ccco1)c1cccs1 (stereo unspecified),-1.9,.,-4.2,.,0.8,4.2,.,-4.4,1.4
Cc1ccc(N2C(=O)C(NC(=O)c3ccccc3F)(C(F)(F)F)C3=C2CC(C)(C)CC3=O)cc1 (stereo unspecified),1.8,9.4,-6.0,90.0,-24.1,20.2,2.3,-3.5,-1.9
CNC(=S)NNC(=O)c1ccc(C(C)(C)C)cc1,0.9,-14.7,-1.9,106.0,-7.5,0.6,8.2,1.4,0.6
N#Cc1ccccc1OCC(=O)NC(=O)NC1CCS(=O)(=O)C1 (stereo unspecified),4.4,.,-1.7,.,9.1,-1.7,.,-1.9,-0.6
COc1ccccc1NC(=O)CSc1nnnn1-c1ccc(C(=O)O)cc1,4.1,-0.5,-4.0,103.0,2.9,0.3,-17.6,-5.5,1.4
CC1CCc2nc(NC(=O)C3CCCO3)sc2C1 (stereo unspecified),-2.4,-45.0,-4.5,103.0,-4.6,-0.3,2.9,11.5,-1.9
O=C1CC(c2cc3c(cc2Br)OCO3)C2=C(CCCC2=O)N1 (stereo unspecified),1.0,17.6,-2.3,.,20.1,2.2,4.4,3.8,-3.1
O=C(CN1C(=O)NC2(CCCC2)C1=O)Nc1cc(S(=O)(=O)N2CCCCC2)ccc1Cl,0.5,.,0.5,.,9.1,2.9,.,3.3,-3.0
CCCN(C(=O)c1ccco1)c1nnc(-c2ccccc2C)s1,-0.4,2.3,-5.2,97.0,-25.8,12.4,0.3,0.0,0.1
CCOc1cc(OCC)cc(C(=O)NCc2ccco2)c1,2.4,13.8,-11.6,105.0,-1.7,-0.4,10.5,-1.0,0.4
CC1=NN(c2ccc(S(=O)(=O)O)cc2Cl)C(=O)C1,-3.2,-4.6,-3.5,102.0,-6.3,5.3,-10.9,-0.6,1.7
O=C(CCCOc1ccc(Br)cc1)Nc1ccc(S(=O)(=O)N2CCOCC2)cc1,-9.8,.,-3.6,.,-23.0,-15.4,.,12.1,2.5
O=C(O)c1ccccc1S(=O)(=O)Cc1ccccc1,12.6,27.7,-10.6,101.0,-13.9,11.7,2.8,-6.9,1.3
Cc1ccc(NC(=O)CN(C)C(=O)COc2ccccc2-c2ccccc2)cc1,2.1,.,-5.2,.,-4.6,-4.5,.,4.9,1.0
CCN1C(=O)[C@H]2[C@@H](c3ccc(OC)cc3)N[C@]3(CCCN(Cc4ccc(OC)cc4)C3=O)[C@H]2C1=O,.,.,-6.5,.,25.5,3.1,.,.,-0.3
CN(C)c1ccc(CN(C(=O)COc2ccc(Br)cc2)C2CCS(=O)(=O)C2)cc1 (stereo unspecified),-3.8,25.8,-3.5,96.0,20.8,6.7,-8.4,-1.0,-2.0
Oc1ccccc1C1=Nc2ccccc2N=C(c2ccco2)C1,0.5,42.4,-7.7,100.0,-20.3,-9.5,1.4,7.1,0.5
CC(=O)N1CCCc2cc(S(=O)(=O)CCC(=O)N3CCN(c4cccc(C)c4)C(C)C3)ccc21 (stereo unspecified),0.3,-9.3,-2.3,.,6.0,4.0,-10.0,0.3,-0.5
CC(C)n1nc(C(=O)NCCCN2CCCC2=O)c2ccccc2c1=O,7.9,27.6,-2.5,102.0,-1.5,-1.4,-7.2,-3.1,-2.2
CCc1cccc(NC(=O)COC(=O)c2c(C)nn(-c3ccccc3)c2C)c1,.,.,-3.1,.,-0.2,-0.6,.,.,-1.1
COc1ccc(CNC(=O)COC(=O)CCc2c[nH]c3ccccc23)cc1,-1.8,-4.0,3.1,80.0,20.6,0.9,-4.2,-0.6,3.6
CCCn1c(/N=C/c2ccc3c(c2)OCO3)nc2ccccc21,2.7,-3.9,-12.5,105.0,5.5,-5.6,2.4,-6.7,-0.2

# 2 entries from above, with two lines to a compound:
# Below each compound: IDE act, PHOSPHO1 block, GalR3 antagonist, MEKK3 PB1 HTS, CRFR2-BP antag, CHRM4 PAM, p-CIP stab down, IDE cell inh, CRFBP-R2 agonist
CCN1C(=O)[C@H]2[C@@H](c3ccc(OC)cc3)N[C@]3(CCCN(Cc4ccc(OC)cc4)C3=O)[C@H]2C1=O
→ ., ., -6.5, ., 25.5, 3.1, ., ., -0.3
CN(C)c1ccc(CN(C(=O)COc2ccc(Br)cc2)C2CCS(=O)(=O)C2)cc1 (stereo unspecified)
→ -3.8, 25.8, -3.5, 96.0, 20.8, 6.7, -8.4, -1.0, -2.0

# Compound activity from PubChem.
